From PubChem
ALOX12 inh = Primary qHTS assay for inhibitors of human arachidonate 12S-lipoxygenase (ALOX12): Round 2. Polyunsaturated fatty acid lipoxygenase ALOX12 (Homo sapiens), P18054. purified 12hLO, xylenol orange hydroperoxide absorbance. Potency, µM (highest dose often 108 µM), inactives show at the top dose activity change, negative = inhibition, actives largely listed as inhibitors. actives 1.1% (n = 580,000). AID 1671190, 2021; note: potency is the fitted concentration of half-maximal effect; % is set by controls: 0 for no effect and ±100 for the full control effect
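Hydroperoxide product was detected by ferrous iron/xylenol orange as the 573 to 405 nm absorbance ratio. Arachidonic acid at 40 uM (final) was turned over for 30 min at room temperature by 150 nM human 12hLO, pH 7.0 Hepes buffer, after 15 min compound preincubation.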
POLB inh = qHTS Assay for Inhibitors of DNA Polymerase Beta; P06746; Pol beta primer extension/strand displacement, fluorescence kinetic; Potency, µM (highest dose often 114 µM), for inactives: top-dose activity change, negative = inhibition, hits mostly inhibitors; actives 1.3% (n = 340,000); AID 485314, 2010; note: potency is the fitted concentration of half-maximal effect; % is set by controls: 0 for no effect and ±100 for the full control effect
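Curves were derived by four-parameter Hill fits of normalized qHTS data. The kinetic fluorescent primer-extension read was taken at 0 and 10 min after 50 nM substrate, following a 15 min room-temperature preincubation of 10 nM enzyme with compounds.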
LDHA inh = qHTS assay for inhibitors of human lactate dehydrogenase; L-lactate dehydrogenase A chain (Homo sapiens), P00338; purified LDHA, NADH/diaphorase-resazurin fluorescence; hits give low values; activity change, % (values are at about 110 or 230 µM); actives 0.15% (n = 480,000); in the data active = activity change below about -30%; inconclusive = mostly about -25% to -30%;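 note: plate controls were DMSO wells for no effect and wells without enzyme for full effect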
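Enzyme activity of human lactate dehydrogenase 5 (2 nM; 0.06 mM NADH, 0.2 mM pyruvate, 5 min, RT) is measured via a resazurin/diaphorase fluorescence readout of residual NADH.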
ERG-DNA inh = qHTS for Small Molecule Inhibitors of the ERG Ets/DNA interaction; Transcriptional regulator ERG (Homo sapiens), P11308; fluorescence polarization, His-ERG Ets domain / labelled DNA; Potency, µM (titrated, usually from 76.9 µM), without a hit: at the highest dose FP activity, negative = inhibition, hits mostly inhibitors; actives 0.028% (n = 370,000); AID 624246, 2012; active = well fitted inhibition curve with a large enough effect in the polarisation, with a control signal flat; inconclusive = small, poorly fitted or top-dose-only effect, or effect the other way, or a change in a side signal; inactive = no such curve, though single readings can be large or run the other way; the % refers to the polarisation;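 note: polarization taken with two DNA probes labelled with fluorescein and Texas red; potency is the fitted concentration of half-maximal effect; % of control where 0% means no effect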
Target sequence (P11308 whole entry, looked up, the tested form may be a part): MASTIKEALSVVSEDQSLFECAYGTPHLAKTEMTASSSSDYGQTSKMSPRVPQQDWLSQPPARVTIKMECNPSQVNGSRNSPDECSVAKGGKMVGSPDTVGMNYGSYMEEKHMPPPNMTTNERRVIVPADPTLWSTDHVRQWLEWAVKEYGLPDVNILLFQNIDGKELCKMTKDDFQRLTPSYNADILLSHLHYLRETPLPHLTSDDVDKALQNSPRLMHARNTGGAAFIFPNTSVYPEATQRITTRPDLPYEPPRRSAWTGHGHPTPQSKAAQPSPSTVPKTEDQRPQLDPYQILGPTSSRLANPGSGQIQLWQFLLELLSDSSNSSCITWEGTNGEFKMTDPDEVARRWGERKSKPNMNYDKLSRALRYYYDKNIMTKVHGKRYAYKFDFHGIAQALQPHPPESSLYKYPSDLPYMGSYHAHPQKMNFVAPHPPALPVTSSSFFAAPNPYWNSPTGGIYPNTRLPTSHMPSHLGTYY
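His-tagged ERG Ets domain (1 uM in the protein solution; 300mM KCl, 50mM Tris-HCl, 1mM EDTA, 1mM DTT, pH 7.5) received compound, then a probe mix of 5 nM fluorescein-DNA and 100nM Texas-615-DNA. Fluorescence polarization was read for both dyes.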
APE1 inh = qHTS Assay for Inhibitors of the Human Apurinic/apyrimidinic Endonuclease 1 (APE1). DNA repair nuclease/redox regulator APEX1 (Homo sapiens), P27695. recombinant APE1, TAMRA/BHQ-2 abasic DNA cleavage fluorescence. Potency, µM (series often up to 65.8 µM), for inactives: at the top dose activity change, negative = inhibition, usual class: inhibitors. actives 0.35% (n = 350,000). AID 2517, 2012;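 note: potency is the fitted concentration of half-maximal effect; plate controls were vehicle for no effect and reference inhibitor for full effect; nearly all actives have a fitted effect of over 55% in size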
Target sequence (P27695 whole entry, looked up): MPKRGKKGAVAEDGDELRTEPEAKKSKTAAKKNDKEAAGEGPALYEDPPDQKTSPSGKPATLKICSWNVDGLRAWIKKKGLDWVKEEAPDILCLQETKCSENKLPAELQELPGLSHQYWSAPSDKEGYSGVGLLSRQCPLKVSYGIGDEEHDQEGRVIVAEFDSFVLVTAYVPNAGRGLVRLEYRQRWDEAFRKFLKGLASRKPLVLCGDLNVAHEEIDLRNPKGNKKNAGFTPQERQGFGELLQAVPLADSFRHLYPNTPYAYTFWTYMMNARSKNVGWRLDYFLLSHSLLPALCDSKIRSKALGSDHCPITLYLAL
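Compound pre-exposure to 0.75 nM APE1, 15 min at ambient temperature. Reaction initiated with 50 nM TAMRA/BHQ-2 THF substrate, read immediately in kinetic mode, 525 nm excitation, 598 nm emission.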
Pol kappa inh = qHTS for Inhibitors of Polymerase Kappa | DNA polymerase kappa (Homo sapiens), Q9UBT6 | purified Pol kappa, fluorescent DNA synthesis assay, 10 min | Potency, µM (doses to about 107 µM), without a hit: top-dose activity, negative = inhibition, usual class: inhibitors | actives 0.53% (n = 400,000); note: potency is the fitted concentration of half-maximal effect; % is set by controls: 0 for no effect and ±100 for the full control effect
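First, compounds were pin-transferred onto 10 nM Pol kappa. After 15 min at room temperature, substrate was added to 50 nM final. Fluorescence was then measured kinetically at 0 and 10 min.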
Pol eta inh = qHTS for Inhibitors of Polymerase Eta | DNA polymerase eta (Homo sapiens), Q9Y253 | actives 1.2% (n = 390,000) | recombinant Pol eta, fluorescent DNA replication assay | Potency, µM (top dose mostly 114 µM), for inactives: at the top dose activity change, negative = inhibition, actives largely listed as inhibitors; note: potency is the fitted concentration of half-maximal effect; % is set by controls: 0 for no effect and ±100 for the full control effect
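Pol eta at 10 nM preincubated with compounds 15 min at room temperature; reaction started with fluorescent substrate (50 nM final) and read kinetically at 0 and 10 min.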
Apoferritin bind = qHTS Assay for Identification of Novel General Anesthetics | Ferritin light chain (Equus caballus), P02791 | apoferritin/1-aminoanthracene competitive binding, fluorescence | Potency, µM (titrated, usually from 77.5 µM), inactives show at the highest dose activity change, negative = displacement, hits mostly inhibitors | actives 0.074% (n = 350,000) | AID 485281, 2010; note: potency is the fitted concentration of half-maximal effect; % is set by controls: 0 for no effect and ±100 for the full control effect; nearly all actives have a fitted effect of over 20% in size
Target sequence (P02791 2-175 limits assumed): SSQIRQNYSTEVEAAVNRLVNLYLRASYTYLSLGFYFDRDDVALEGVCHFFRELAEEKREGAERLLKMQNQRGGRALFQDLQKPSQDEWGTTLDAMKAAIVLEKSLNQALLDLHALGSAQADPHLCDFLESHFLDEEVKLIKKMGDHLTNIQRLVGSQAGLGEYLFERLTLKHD
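Read-out: endpoint 1-AMA fluorescence, excitation 380 nm and emission 535 nm, after compounds sit 10 min at room temperature with 10 uM horse-spleen apoferritin in 50% saturated 1-AMA/PBS. Values come from four-parameter Hill fits.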
RGS4 inhibitor = Inhibitors of Regulator of G Protein Signaling (RGS) 4: qHTS; Transcreener GDP fluorescence polarization, RGS4-accelerated GTP hydrolysis; Potency, µM (highest dose often 114 µM), without a hit: at the top dose activity change, negative = inhibition, actives largely listed as inhibitors; actives 0.039% (n = 390,000); AID 504845, 2011; note: potency is the fitted concentration of half-maximal effect; % is set by controls: 0 for no effect and ±100 for the full control effect; nearly all actives have a fitted effect of over 75% in size; some results filed as inactive show a strong effect at the top dose
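MLSMR compounds (23 nl, pin-transferred) preincubated 10 min at room temperature with a 500nM (2x) first reagent, then RGS4 at 900nM (2x) plus Transcreener GDP mix added; fluorescence polarization (620/688 nm) read before and after 90 min at 30 °C.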
Starred values were filed as active, the others as inactive; & = joins results of further samples; [ ] = dose if it differs, or a comment. Unless noted, calls come from the whole dose curve; as a rule, active = well fitted curve in the direction sought with a large enough effect; inconclusive = small, poorly fitted or top-dose-only effect, or another doubt; inactive = no such curve, though single readings can be large; an effect the other way counts as inactive or inconclusive. Not all compounds are listed. The share of hits here may be higher or lower than overall.

For c1csc(CNc2ncnc3ccc(-c4ccc5c(c4)OCO5)cc23)c1 the results were ALOX12 inh inconclusive, LDHA inh -11, APE1 inh -6%&-13%&-4%, Pol kappa inh -12%, Pol eta inh -5%, Apoferritin bind -5% and RGS4 inhibitor -8%.
COC(=O)c1ccc(C23CC4(C2)[C@H](CN(Cc2ccc(C(F)(F)F)cc2)[C@@H]4c2ccccc2)C3c2ccccc2)cc1 (some centres undefined) was read as POLB inh 8%, LDHA inh -2, ERG-DNA inh -5%, APE1 inh 14%&-4%, Pol kappa inh -14%, Pol eta inh -11%, Apoferritin bind -9%&-9% and RGS4 inhibitor 15%.
Screening COc1ccc2[nH]c(=O)c(CN(CC3CCCO3)C(=O)Nc3ccc(F)cc3)cc2c1 (centres undefined) returned ALOX12 inh 474%[activator], POLB inh 1%, LDHA inh -13, ERG-DNA inh -3%, APE1 inh -2%, Pol kappa inh -2%, Pol eta inh -15%, Apoferritin bind -2% and RGS4 inhibitor 30%.
O=C(c1cccs1)c1cn(CCOc2ccc(F)cc2)c2ccccc12 was read as ALOX12 inh -20%, POLB inh -18%, LDHA inh -1, ERG-DNA inh 0%, Pol kappa inh -22%, Pol eta inh -7%, Apoferritin bind -7% and RGS4 inhibitor 9%.
`CCOC(=O)c1ccc(S(=O)(=O)N2CCN(C(C)=O)CC2)cc1` gave ALOX12 inh -5%, POLB inh 19%, LDHA inh 0, ERG-DNA inh 9%, APE1 inh 7%, Pol kappa inh -3%, Pol eta inh -19%, Apoferritin bind -8% and RGS4 inhibitor -19%.
`O=C(CCS(=O)(=O)c1ccccc1)N(CCCN1CCOCC1)c1nc2c(F)cccc2s1` gave ALOX12 inh inconclusive, LDHA inh 0, ERG-DNA inh -9%, APE1 inh 21%, Pol kappa inh -19%, Pol eta inh -5% and RGS4 inhibitor -7%.
Screening C[C@@H]1CN([C@@H](C)CO)C(=O)Cc2cc(NC(=O)C3CCCCC3)ccc2O[C@H]1CN(C)S(=O)(=O)c1ccccc1 returned ALOX12 inh -10%, LDHA inh -1, ERG-DNA inh 0%, APE1 inh 32%, Pol kappa inh -15%, Pol eta inh -25% and RGS4 inhibitor 2%.
Screening O=C(COC(=O)CCN=C1NS(=O)(=O)c2ccccc21)NC1CCCCCCC1 returned ALOX12 inh -13%, POLB inh 35%, LDHA inh -1, ERG-DNA inh 2%, APE1 inh 4%, Pol kappa inh 11%, Pol eta inh inconclusive, Apoferritin bind -5% and RGS4 inhibitor 4%[11.4 µM].
`CCOC(=O)N1CCN(S(=O)(=O)c2cn(C)c(=O)n(C)c2=O)CC1` gave ALOX12 inh 0%, POLB inh 12%, LDHA inh -2, ERG-DNA inh -6%, APE1 inh 29%, Pol kappa inh 1%, Pol eta inh -20%, Apoferritin bind 1% and RGS4 inhibitor 3%.
For CNC(=O)C1Cc2ccccc2CN1S(=O)(=O)c1ccc(OC)c(OC)c1 (centres undefined) the results were ALOX12 inh -25%, POLB inh 12%, LDHA inh -4, ERG-DNA inh 11%, APE1 inh 17%, Pol kappa inh -12%, Pol eta inh -20%, Apoferritin bind -7% and RGS4 inhibitor -46%.
For O=C(Oc1ccc(N2C(=O)C3C4CCC(C4)C3C2=O)cc1)c1ccco1 (centres undefined) the results were ALOX12 inh 8%, POLB inh 3%, LDHA inh 0, ERG-DNA inh 17%, APE1 inh 8%, Pol kappa inh -2%, Pol eta inh -2%, Apoferritin bind -5% and RGS4 inhibitor 5%.
Screening OCC1CCCN(C(=S)Nc2ccc(OC(F)F)cc2)C1 (centres undefined) returned ALOX12 inh -9%, POLB inh -15%[57.1 µM], LDHA inh -2, ERG-DNA inh 6%, APE1 inh -1%, Pol kappa inh 0%, Pol eta inh -10%, Apoferritin bind -4% and RGS4 inhibitor -16%.

Reprinted from the part before: 2 compounds, followed by the next part.
For O=C(Oc1ccc(N2C(=O)C3C4CCC(C4)C3C2=O)cc1)c1ccco1 (centres undefined) the results were ALOX12 inh 8%, POLB inh 3%, LDHA inh 0, ERG-DNA inh 17%, APE1 inh 8%, Pol kappa inh -2%, Pol eta inh -2%, Apoferritin bind -5% and RGS4 inhibitor 5%.
Screening OCC1CCCN(C(=S)Nc2ccc(OC(F)F)cc2)C1 (centres undefined) returned ALOX12 inh -9%, POLB inh -15%[57.1 µM], LDHA inh -2, ERG-DNA inh 6%, APE1 inh -1%, Pol kappa inh 0%, Pol eta inh -10%, Apoferritin bind -4% and RGS4 inhibitor -16%.
`Cc1nc2ccc(Cl)cc2c(-c2ccccc2)c1CC(=O)O` gave ALOX12 inh -17%, POLB inh 9%, LDHA inh -11, ERG-DNA inh 2%, APE1 inh 1%, Pol kappa inh -4%, Pol eta inh -11%, Apoferritin bind -4% and RGS4 inhibitor 33%.
Screening CC(=O)NCCNC(=O)C1CCCCN1S(=O)(=O)c1ccccc1 (centres undefined) returned ALOX12 inh 5%, POLB inh 1%, LDHA inh -4, ERG-DNA inh 7%, APE1 inh -4%, Pol kappa inh 4%, Pol eta inh -14%, Apoferritin bind 1% and RGS4 inhibitor -19%.
Screening CCC(C)n1c(=O)c2sccc2n2c(CCCC(=O)N3CCN(c4ccccc4)CC3)nnc12 (centres undefined) returned ALOX12 inh -18%, POLB inh 7%, LDHA inh -3, ERG-DNA inh 3%, Pol kappa inh 4%, Pol eta inh -16%, Apoferritin bind -3% and RGS4 inhibitor 8%.
`O=C1OCCN1C(=O)[C@H]1[C@H](c2ccc(Cl)cc2)C(c2ccccc2)=NN1c1ccc(Br)cc1` gave ALOX12 inh inconclusive, LDHA inh -4, ERG-DNA inh 16%, APE1 inh -1%, Pol kappa inh -6%, Pol eta inh -9%, Apoferritin bind 370%[activator] and RGS4 inhibitor 9%.
`COC(=O)Nc1nc(-c2ccccc2)c(C(=O)c2ccc(Cl)cc2)s1` gave ALOX12 inh 458%[activator], POLB inh 0%, LDHA inh -8, ERG-DNA inh -3%, APE1 inh -1%, Pol kappa inh 4%, Pol eta inh -17%, Apoferritin bind inconclusive and RGS4 inhibitor -1%.
For COc1cc(N)c(Cl)cc1C(=O)OCC(=O)N1CCCCCC1 the results were ALOX12 inh 8%, LDHA inh -6, ERG-DNA inh -7%, APE1 inh 30%, Pol kappa inh -7%, Pol eta inh -10% and RGS4 inhibitor 6%.
`Cc1ccc(N(CC(=O)N2CCc3ccccc3C2)S(C)(=O)=O)cc1` gave ALOX12 inh 0%, POLB inh 14%, LDHA inh -7, ERG-DNA inh -3%, APE1 inh 20%, Pol kappa inh -8%, Pol eta inh -10%, Apoferritin bind 2% and RGS4 inhibitor 22%.
`NS(=O)(=O)c1ccc(NC(=O)N[C@@H](Cc2ccccc2)C(=O)O)cc1` gave ALOX12 inh 116%, POLB inh 0%, LDHA inh -4, ERG-DNA inh 6%, APE1 inh -4%, Pol kappa inh -4%, Pol eta inh -5%, Apoferritin bind 7% and RGS4 inhibitor -18%.
`CC(=O)C[C@@H](O)CC(=O)[C@H]1OC(=O)[C@H](C)CCCCc2ccccc21` gave ALOX12 inh -2%, LDHA inh 2, ERG-DNA inh 0%, APE1 inh 3%, Pol kappa inh 10%, Pol eta inh -19% and RGS4 inhibitor -7%.
For CCOc1ccccc1CNC(=O)c1nn(CC)cc1[N+](=O)[O-] the results were ALOX12 inh -23%, POLB inh 22%, LDHA inh -14, APE1 inh 7%, Pol kappa inh -12%, Pol eta inh -11%, Apoferritin bind -7% and RGS4 inhibitor 8%.
CCCCc1nnc(NC(=O)c2ccc(OCc3c(C)noc3C)cc2)s1 was read as ALOX12 inh -2%, LDHA inh -4, ERG-DNA inh -2%, APE1 inh 36%, Pol kappa inh 4%, Pol eta inh -16% and RGS4 inhibitor -27%.
CNC(=S)Nc1ccc(-c2nc3ccc(C)cc3s2)cc1 was read as ALOX12 inh inconclusive, POLB inh 37%, LDHA inh -12, ERG-DNA inh -10%, APE1 inh 1%, Pol kappa inh -4%, Pol eta inh -4%, Apoferritin bind -8% and RGS4 inhibitor -13%.
Screening COc1ccc(-c2nc(-c3ccccc3OC)no2)cc1OC returned ALOX12 inh 0%, POLB inh 1%, LDHA inh 2, ERG-DNA inh -2%, APE1 inh 0%, Pol kappa inh 8%, Pol eta inh -10%, Apoferritin bind inconclusive and RGS4 inhibitor -34%.
`CN(C(=O)Cn1nc(C(=O)O)c2ccccc2c1=O)C1CCCCC1` gave ALOX12 inh 4%&-26%, LDHA inh -2&-6, ERG-DNA inh -8%, APE1 inh 52%[activator], Pol kappa inh -5%, Pol eta inh -2% and RGS4 inhibitor 20%.
